# TNAP activation fold = stimulation of alkaline phosphatase TNAP activity – biochemical, luminescent, no phosphate acceptor, uHTS, primary screen (AID 1001) | activation fold at 20 µM, or EC50 in µM where a hit was titrated | purified TNAP, luminescent activation assay, no phosphate acceptor; higher activation fold means a stronger effect | 200,000 tested, 0.03% active; in the data active means activation fold from about 3, or a potency from the dose series; inactive means the rest, 99 in 100 with activation fold below about 1.6; further: many of its hits are not listed in these tables
# Myeloid diff 2 = compounds promoting myeloid differentiation. ER-HoxA9 myeloid progenitors, lysozyme-GFP differentiation, flow cytometry. calls only at 10 µM. 360,000 tested, 1% active;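 active means normalized GFP-positive differentiation at or above the plate's own cutoff, the solvent-only control mean plus 3 SD; inconclusive means no clear call, values can overlap the other calls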;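 further: cells exposed to compound for four days before flow analysis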
# WT yeast gro inh = growth inhibition of WT yeast, mitochondrial fusion screen | mitochondrial fusion phenotypic screen, WT strain | inhibition, % at 10 µM | 190,000 tested, 2.1% active | AID 1362; in the data active means inhibition above about 58%; tested in S. cerevisiae
# Hep lipid drop = modulators of hepatic lipid droplet formation; AML12 mouse hepatocytes, oleate lipid droplets, BODIPY imaging; inhibition, % at 6.5 µM; 240,000 tested, 0.4% active;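 active means lipid droplet intensity inhibited by at least 50%, with more than 500 cells counted; inconclusive means wells with under 300 cells, treated as cytotoxic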
#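 Assay system: AML12 hepatocytes (mouse) / Also added: 100 µM oleic acid challenge / Times: overnight treatment with compound plus oleate / Detection: high-content imaging of BODIPY-stained droplets and DAPI nuclei / Evaluation: % inhibition of lipid droplet signal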
# P. falciparum M1AAP = malaria alanyl aminopeptidase activity blockers – biochemical, fluorogenic H-Leu-NHMec substrate, 1536-well (AID 1445); recombinant M1AAP, H-Leu-NHMec fluorogenic kinetic assay; higher % means a stronger effect; one-dose inhibition, % at 30 µM; IC50 in µM for titrated hits; 220,000 tested, 0.42% active;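 active means primary inhibition above the hit cutoff, then over 50% inhibition at one or more dose response concentrations, cut at about 23% in these data, passing the limit was not always enough; inconclusive means conflicting primary data, or primary hits not chosen for dose response; inactive means low primary inhibition, or under 50% at every dose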;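 further: plate controls were DMSO full reaction for no effect and no enzyme background for full effect; strong numbers were not always called active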
# UTI89 phage lysis = protection from phage-mediated lysis, alamar blue read-out – E. coli UTI89, K1F phage, bacterial capsule biogenesis inhibitors (AID 488966); 340,000 tested, 0.02% active; one-dose inhibition, % at 100 µM; IC50 in µM for titrated hits; E. coli UTI89 K1F phage lysis, alamar blue, 2 h; higher % means a stronger effect;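 active means phage lysis inhibition, versus mean bacterial control, above a set limit; inconclusive means no clear call, values can overlap the other calls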;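 further: capsule biogenesis inhibitors block K1F phage lysis so surviving cells raise fluorescence; higher fluorescence means more inhibition of phage lysis; actives were called in the ten point dose series up to 300 µM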
# human PMI inhibitors = human PMI inhibitors, high substrate, primary screen, biochemical, fluorescence intensity, high mannose 6-phosphate (AID 1220) | recombinant PMI enzyme, coupled fluorescence intensity; higher % means a stronger effect | one-dose inhibition, % at 20 µM; IC50 in µM for titrated hits | 190,000 tested, 0.66% active
# PMI inhibitors = inhibitors of human PMI, primary screen, biochemical, fluorescence intensity, coupled assay (AID 1209) | one-dose inhibition, % at 20 µM; IC50 in µM for titrated hits | 190,000 tested, 0.42% active | purified PMI enzyme, coupled fluorescence intensity; higher % means a stronger effect;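 further: plate controls were DMSO vehicle for no effect and wells lacking substrate for full effect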
# CSM14.1 death rescue = protection against thapsigargin-triggered cell killing – 384-well, CSM14.1, ATP luminescence, primary screen (AID 1222); 190,000 tested, under 10 active; CSM14.1 thapsigargin-induced death rescue, ATP luminescence; higher % means a stronger effect; cellular ATP content (survival), % at 20 µM, or EC50 in µM where a hit was titrated;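 active means EC50 below 50 µM in the dose-response confirmation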;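 further: death triggered by thapsigargin at about 15 µM added after 2 h compound pretreatment; cell ATP read after overnight thapsigargin exposure of roughly 18 to 22 hours; normalized against plate controls of thapsigargin alone and 5% DMSO vehicle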
# WT yeast gro inh mutant strain = also measured in WT yeast gro inh; calls as there; inhibition, %; mitochondrial fusion phenotypic screen, mutant strain inhibition
# Hep lipid drop cells 6.5 µM = further read-out of Hep lipid drop, marked with its call; cell count; measured here: cell count, cytotoxicity flag;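 cells counted across two imaged fields per well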
# Myeloid diff 2 GFP+ MAC1+ % = further read-out of Myeloid diff 2, marked with its call; GFP+ MAC1+ double positive, %; measured here: differentiation confirmed by MAC1 staining
# Numbers without * were called inactive; i = inactive; u = inconclusive; x = not tested or not shown; [ ] = another dose, or the depositor's remark. Unless noted, no stated cut-off is given here; in the data, active means inhibition above about 50%; inactive means the rest.
SMILES,TNAP activation fold,Myeloid diff 2,Myeloid diff 2 GFP+ MAC1+ %,WT yeast gro inh,WT yeast gro inh mutant strain,Hep lipid drop,Hep lipid drop cells 6.5 µM,P. falciparum M1AAP,UTI89 phage lysis,human PMI inhibitors,PMI inhibitors,CSM14.1 death rescue
Cc1ccccc1Nc1nc(Cl)c(C=O)s1,1,i,0.5,4,-17,0,670,13%,-0.3%,14%,14%,1.0%
O=[N+]([O-])c1ccc(S(=O)(=O)NCC(c2cccnc2)N2CCOCC2)cc1 (stereo unspecified),0.9,i,0.1,-1,-7,23,737,-7%,0.2%,-11%,-18%,-2.6%
C=CCn1c(N)c(C(=O)NCC2CCCO2)c2nc3ccccc3nc21 (stereo unspecified),1.1,i,6.8,-3,-10,x,x,13%,-0.3%,57%*,22%,-1.3%
CC(/C=N/Nc1ccc2nncn2n1)=C\c1ccccc1,x,i,0.0,x,x,-4,668,8%,-1.4%,x,x,x
COc1ccc(NC(=O)C2CC(=O)N(c3cccc(C)c3C)C2)cc1 (stereo unspecified),1.1,i,0.5,33,54,x,x,3%,0.9%,-5%,-5%,-0.7%
COc1ccc(NC(=O)C(NC(=O)CNC(C)=O)c2ccc(C)cc2)cc1 (stereo unspecified),1,i,1.4,-5,-6,1,817,-5%,0.2%,-8%,-1%,0.5%
CN(C)c1ccc(P(=O)(OCc2ccccc2)C(O)c2cccnc2)cc1 (stereo unspecified),1,i,2.5,-2,6,0,791,1%,-3.0%,-12%,9%,3.0%
COC(=O)c1sc(NC(=O)c2ccoc2C)nc1C,1,i,0.7,8,1,6,759,5%,1.9%,0%,-4%,1.8%
O=C(CSc1nnc(CCCOc2ccc(Cl)cc2Cl)o1)Nc1ccc(C(=O)O)cc1,1.1,i,0.5,-17,-14,11,648,3%,0.0%,-6%,-4%,1.4%
CCn1c(SCC(=O)c2cc(C)ccc2C)nc2cc(S(=O)(=O)N3CCOCC3)ccc21,1.1,i,1.1,-5,-6,-18,623,9%,5.8%,-1%,4%,3.3%
O=C1c2ccccc2C(=O)N1CCc1csc(-c2cccc(Cl)c2)n1,1,i,0.3,4,10,-21,652,-4%,1.0%,24%,28%,-1.5%
COCCn1c(=O)[nH]c2cc(C(=O)NCC3CCCO3)ccc2c1=O (stereo unspecified),1,i,1.2,5,-3,x,x,14%,0.2%,-1%,-5%,-0.7%
CCN(CC)S(=O)(=O)c1ccccc1/C=N\O,1,i,0.8,-11,-11,-12,813,5%,0.3%,-4%,-3%,0.4%
BrC(/C=N/N1CCN(Cc2ccccc2)CC1)=C/c1ccccc1,x,i,0.4,x,x,-42,631,-2%,1.5%,x,x,x
Cc1ccc(/C=N/NC(=O)CSc2nnc(-c3ccccc3)n2-c2ccc(Cl)cc2)o1,1.1,i,0.2,-8,-5,-14,549,10%,-0.6%,14%,13%,1.0%
Cc1cccc(Cl)c1NC(=O)N1CCCN(c2ncccc2[N+](=O)[O-])CC1,x,i,0.8,x,x,-3,694,5%,1.1%,x,x,x
CC(C)NS(=O)(=O)c1ccc(OCC(=O)N2CCN(c3ccccc3)CC2)cc1,1.1,i,0.6,6,3,-4,746,-4%,0.3%,-1%,0%,-0.6%
Cc1onc(-c2c(F)cccc2Cl)c1C(=O)Nc1nnc(C2CC2)s1,1,i,0.9,-32,-13,x,x,7%,-0.1%,5%,6%,-0.9%
Cc1ccc(N=Nc2c(C)[nH]n(-c3ccccc3)c2=O)cc1,1,i,0.1,11,-4,16,692,5%,0.3%,x,x,-1.2%
COC(=O)c1ccc(COc2ncnc3sccc23)cc1,1.1,i,0.5,-13,3,-16,715,-4%,-0.3%,6%,-5%,-0.8%
CNS(=O)(=O)c1cc(C(=O)OCC(=O)NC2CCCc3ccccc32)ccc1Cl (stereo unspecified),1.1,i,0.2,-25,-6,-16,637,3%,0.0%,9%,-2%,9.4%
COc1cc(NS(=O)(=O)c2ccc(NC(=S)NC(=O)c3ccco3)cc2)nc(OC)n1,x,i,0.4,x,x,-13,644,16%,0.0%,x,x,x
OC(CNCc1cccc(Cl)c1)c1ccccc1 (stereo unspecified),1,i,0.0,7,11,5,677,-3%,0.1%,2%,-1%,-1.6%
COc1cc(/C=N/n2cnn(Cc3ccccc3Cl)c2=S)cc(OC)c1OC,1.2,i,0.2,42,21,6,699,-1%,x,0%,3%,x
Cc1cc(NC(=O)CSc2ccc3c(c2)OCCO3)no1,1.1,i,0.8,0,8,x,x,1%,0.3%,7%,6%,-0.9%

# Part of the list above, bar-delimited:
SMILES | TNAP activation fold | Myeloid diff 2 | Myeloid diff 2 GFP+ MAC1+ % | WT yeast gro inh | WT yeast gro inh mutant strain | Hep lipid drop | Hep lipid drop cells 6.5 µM | P. falciparum M1AAP | UTI89 phage lysis | human PMI inhibitors | PMI inhibitors | CSM14.1 death rescue
Cc1onc(-c2c(F)cccc2Cl)c1C(=O)Nc1nnc(C2CC2)s1 | 1 | i | 0.9 | -32 | -13 | x | x | 7% | -0.1% | 5% | 6% | -0.9%
Cc1ccc(N=Nc2c(C)[nH]n(-c3ccccc3)c2=O)cc1 | 1 | i | 0.1 | 11 | -4 | 16 | 692 | 5% | 0.3% | x | x | -1.2%
COC(=O)c1ccc(COc2ncnc3sccc23)cc1 | 1.1 | i | 0.5 | -13 | 3 | -16 | 715 | -4% | -0.3% | 6% | -5% | -0.8%
CNS(=O)(=O)c1cc(C(=O)OCC(=O)NC2CCCc3ccccc32)ccc1Cl (stereo unspecified) | 1.1 | i | 0.2 | -25 | -6 | -16 | 637 | 3% | 0.0% | 9% | -2% | 9.4%
COc1cc(NS(=O)(=O)c2ccc(NC(=S)NC(=O)c3ccco3)cc2)nc(OC)n1 | x | i | 0.4 | x | x | -13 | 644 | 16% | 0.0% | x | x | x
OC(CNCc1cccc(Cl)c1)c1ccccc1 (stereo unspecified) | 1 | i | 0.0 | 7 | 11 | 5 | 677 | -3% | 0.1% | 2% | -1% | -1.6%
COc1cc(/C=N/n2cnn(Cc3ccccc3Cl)c2=S)cc(OC)c1OC | 1.2 | i | 0.2 | 42 | 21 | 6 | 699 | -1% | x | 0% | 3% | x
Cc1cc(NC(=O)CSc2ccc3c(c2)OCCO3)no1 | 1.1 | i | 0.8 | 0 | 8 | x | x | 1% | 0.3% | 7% | 6% | -0.9%

# More records follow.
SMILES,TNAP activation fold,Myeloid diff 2,Myeloid diff 2 GFP+ MAC1+ %,WT yeast gro inh,WT yeast gro inh mutant strain,Hep lipid drop,Hep lipid drop cells 6.5 µM,P. falciparum M1AAP,UTI89 phage lysis,human PMI inhibitors,PMI inhibitors,CSM14.1 death rescue
CC(C)C(=O)NNC(=O)c1csc(-c2cccs2)n1,x,i,0.6,x,x,2,342,-12%,0.8%,x,x,x
O=C(c1ccc(OCC2CCCO2)cc1)N1CCc2ccccc2C1 (stereo unspecified),1.1,i,0.1,-27,-26,-2,696,2%,0.1%,7%,2%,0.2%
CC(C)n1c(SCC(=O)Nc2ccccc2N2CCCCC2)nc2c1c(=O)n(C)c(=O)n2C,1.1,i,5.6,31,7,x,x,-2%,0.1%,1%,8%,-1.1%
CCC(=O)Nc1cc(C(=O)OCC(=O)c2ccccc2)ccc1C,1,i,0.5,-11,-2,-4,720,17%,2.2%[50 µM],-5%,2%,0.2%
O=c1c(-c2ccc([N+](=O)[O-])cc2)coc2c(O)c(O)ccc12,x,i,0.6,x,x,16,775,-1%,1.0%,x,x,x
Cc1cc(C)n(Cc2ccccc2Cl)n1,1.1,i,0.9,7,21,x,x,6%,7.8%,7%,13%,0.1%
CCOC(=O)c1nn(-c2cccc(OC)c2)c2nc(Nc3ccccc3)cc(=O)n12,1.1,i,0.6,6,13,16,739,-1%,1.2%[50 µM],4%,3%,4.2%
CCCCc1nc2sc3c(c2c(=O)n1NC(=O)c1ccco1)CC(C)(C)OC3,x,i,0.5,x,x,2,683,43µM*,0.3%,x,x,x
CC1=NN(c2nc(-c3ccccc3)cs2)C(=O)C1,1.1,i,0.5,-6,-4,x,x,3%,-0.9%,-34%,-26%,1.4%
COc1cc(OC)cc(C(=O)Nc2cccc(-c3ccc4nncn4n3)c2)c1,0.9,x,x,-22,-19,-6,667,0%,x,-1%,8%,-0.6%
Cc1ccc(CNC(=O)/C=C/c2ccccc2Cl)cc1,1,i,0.6,6,2,x,x,-3%,1.2%,11%,8%,-7.6%
NC(=O)Cc1ccc(C(=O)c2ccccc2F)s1,1.1,i,0.4,-5,-14,2,675,1%,-0.2%,-7%,-6%,-5.8%
O=C(O)c1c2c(nc3ccccc13)/C(=C/c1ccc(O)cc1)CC2,0.7,i,0.3,-9,11,-6,650,12%,-0.5%,5%,-17%,0.5%
O=C(COc1ccccc1[N+](=O)[O-])NC1CC1,1,i,0.3,-1,8,6,717,2%,-0.6%,0%,-2%,-0.4%
COC(=O)/C(=C/c1ccco1)NC(=O)c1ccc(Br)o1,1,i,0.4,12,9,-14,669,6%,0.1%,-11%,-29%,-1.7%
O=C(COC(=O)CC1CCCC1)Nc1cc2c(cc1Cl)C(=O)c1ccccc1C2=O,0.7,i,1.1,-3,-7,4,810,-3%,4.0%,-48%,-41%,-0.6%
Cc1cccc(NC(=S)N2CCN(Cc3ccccc3)CC2)c1C,1.1,i,0.2,30,20,-6,671,-3%,2.5%,18%,18%,1.1%
O=C(NCCc1ccccc1)C(=Cc1ccc(C(=O)O)cc1)C(=O)NCCc1ccccc1,1.1,i,0.2,-6,17,-11,659,0%,0.2%,-3%,-13%,1.8%
CCOC(=O)CS(=O)(=O)CC(=O)Nc1ccc([N+](=O)[O-])cc1OC,1.1,i,1.6,-7,21,11,711,10%,-0.7%,-1%,1%,-1.7%
COC(=O)c1ccccc1NC(=O)N1CCN(C/C=C/c2ccccc2)CC1,1,i,1.4,48,13,-1,659,0%,3.9%,14%,8%,-1.5%
O=c1cc2c(=O)oc3cc(O)c(O)oc3c2c(O)c1O,x,i,0.9,x,x,1,716,u,3.2%,x,x,x
COc1ccc(C2CC(O)(C(C)(C)O)NO2)cc1 (stereo unspecified),1.1,i,1.9,8,0,x,x,-1%,2.5%,-24%,-25%,-1.2%

# Three compounds already listed, arranged by the number in TNAP activation fold, largest number first:
mol	TNAP activation fold
COc1cc(/C=N/n2cnn(Cc3ccccc3Cl)c2=S)cc(OC)c1OC	1.2
O=C(c1ccc(OCC2CCCO2)cc1)N1CCc2ccccc2C1 (stereo unspecified)	1.1
COC(=O)/C(=C/c1ccco1)NC(=O)c1ccc(Br)o1	1
